Source: PubChem
EWS-Fli inh = EWS/Fli-driven NR0B1 reporter inhibitors, primary screen, A673 cells, NR0B1 luciferase, luminescence, MLPCN library; inhibition, % at 12.6 µM; 350,000 tested, 0.67% active; viability-normalised;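 active = mean inhibition of at least 50% after viability correction, with every replicate also passing that limit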;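 also: firefly luciferase signal divided by Alamar Blue viability fluorescence both relative to DMSO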
PAX8 reporter = inhibitors of PAX8-driven TPO luciferase reporter, primary screen, RMG-I cells, single concentration; SteadyGlo, 24 h; inhibition, % at 12.6 µM; 360,000 tested, 1.2% active; AID 652154, 2013;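 active = mean replicate inhibition at least 60% with every replicate also reaching 60%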;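 also: luciferase light reporting Pax8 driven TPO promoter activity; plate controls were median of neutral control wells for no effect and mitoxantrone controls for full effect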
FN deposition inh = inhibitors of fibronectin matrix deposition, primary screen, AH1F cells, Alexa488-fibronectin fluorescence, plate reader; AH1F fibroblasts, overnight; AID 743247, 2014; inhibition, % at 12.6 µM; 350,000 tested, 0.086% active;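 active = mean inhibition across replicates of 30% or more, regardless of how many single replicates reach that level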;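 also: positive control wells lacked labelled fibronectin entirely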
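Assay system: AH1F fibroblast monolayer, labelled fibronectin deposition. Amount: 10000 cells per well. Also added: labelled fibronectin 24 nM. Compound: single-point pinned compound. Incubation: cell attachment 1 h, compound and FN exposure overnight. Detection: fluorescence after three HBSS washes, excitation 485 nm, emission 525 nm. Read-out: inhibition of fibronectin deposition signal.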
S100A4 inh HTS = inhibitors of S100A4-myosin IIA peptide binding, primary screen, biochemical, fluorescence polarization, TAMRA-MyoIIA peptide | Protein S100-A4 (Homo sapiens), P26447 | inhibition, % at 10.7 µM | 360,000 tested, 0.14% active | AID 652163, 2013;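 active = mean inhibition of at least 70% across replicates, with every replicate also reaching that level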
Target sequence (P26447 whole entry, looked up): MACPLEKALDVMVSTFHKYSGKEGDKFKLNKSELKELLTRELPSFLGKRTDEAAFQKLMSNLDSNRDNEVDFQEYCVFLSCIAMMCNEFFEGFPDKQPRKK
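Test system – S100A4 monomer (human) · Compound – single-point compound testing · Schedule – 5 min incubation before reading · Probe or stimulus – TAMRA-labelled myosin IIA heavy-chain peptide probe, 5 nM · Benchmarks – neutral control DMSO, positive control TFP · Medium – Calcium-containing HEPES buffer, pH 7.2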
LGR2 antag = inhibitors of bursicon-induced LGR2 CRE-luciferase signal, primary screen, cell-based, HEK293, CRE-luciferase reporter, bursicon stimulation; bursicon-stimulated, 4 h; inhibition, % at 9.99 µM; 380,000 tested, 0.35% active; AID 720647, 2013;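 active = drop in luminescence signal, shown as inhibition above about 50% in the replicate tests, limit read from the data, passing the limit was not always enough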;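 also: agonist challenge used bursicon conditioned medium at about half maximal strength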
PGC1a acetyl inh = inhibitors of PGC1a acetylation signal, primary screen, cell-based, U2OS, AlphaScreen, inhibitor mode; 350,000 tested, 0.17% active; AlphaScreen anti-acetyl-lysine; with virally co-expressed GCN5 acetyltransferase; inhibition, % at 15.6 µM;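 active = every replicate shows inhibition of at least 40%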;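 also: 0% = neutral control wells and 100% = positive control wells; some results beyond the cut were filed as inactive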
PglD inh = C. jejuni PglD acetyltransferase inhibitors, primary screen, biochemical, DTNB colorimetric, single point | purified PglD enzyme, DTNB colorimetric CoA detection | inhibition, % at 12.5 µM | 360,000 tested, 0.098% active | AID 602405, 2012; in the data active = inhibition above about 16%, passing the limit was not always enough; also: strong numbers were not always called active
ERAP1 inh = human ERAP1 aminopeptidase inhibitors, primary screen, biochemical, single point, plate reader; Endoplasmic reticulum aminopeptidase 1 (Homo sapiens), Q9NZ08; recombinant ERAP1, Leu-AMC fluorescence, 60 min; inhibition, % at 10.7 µM; 340,000 tested, 0.15% active; AID 652197, 2013;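 active = mean replicate inhibition of at least 30%, or all replicates individually reaching that 30% level; inactive = mean below 30% and not every replicate reaching it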;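 also: 0% = neutral control wells and 100% = L-leucinethiol positive control wells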
Target sequence (Q9NZ08 whole entry, looked up): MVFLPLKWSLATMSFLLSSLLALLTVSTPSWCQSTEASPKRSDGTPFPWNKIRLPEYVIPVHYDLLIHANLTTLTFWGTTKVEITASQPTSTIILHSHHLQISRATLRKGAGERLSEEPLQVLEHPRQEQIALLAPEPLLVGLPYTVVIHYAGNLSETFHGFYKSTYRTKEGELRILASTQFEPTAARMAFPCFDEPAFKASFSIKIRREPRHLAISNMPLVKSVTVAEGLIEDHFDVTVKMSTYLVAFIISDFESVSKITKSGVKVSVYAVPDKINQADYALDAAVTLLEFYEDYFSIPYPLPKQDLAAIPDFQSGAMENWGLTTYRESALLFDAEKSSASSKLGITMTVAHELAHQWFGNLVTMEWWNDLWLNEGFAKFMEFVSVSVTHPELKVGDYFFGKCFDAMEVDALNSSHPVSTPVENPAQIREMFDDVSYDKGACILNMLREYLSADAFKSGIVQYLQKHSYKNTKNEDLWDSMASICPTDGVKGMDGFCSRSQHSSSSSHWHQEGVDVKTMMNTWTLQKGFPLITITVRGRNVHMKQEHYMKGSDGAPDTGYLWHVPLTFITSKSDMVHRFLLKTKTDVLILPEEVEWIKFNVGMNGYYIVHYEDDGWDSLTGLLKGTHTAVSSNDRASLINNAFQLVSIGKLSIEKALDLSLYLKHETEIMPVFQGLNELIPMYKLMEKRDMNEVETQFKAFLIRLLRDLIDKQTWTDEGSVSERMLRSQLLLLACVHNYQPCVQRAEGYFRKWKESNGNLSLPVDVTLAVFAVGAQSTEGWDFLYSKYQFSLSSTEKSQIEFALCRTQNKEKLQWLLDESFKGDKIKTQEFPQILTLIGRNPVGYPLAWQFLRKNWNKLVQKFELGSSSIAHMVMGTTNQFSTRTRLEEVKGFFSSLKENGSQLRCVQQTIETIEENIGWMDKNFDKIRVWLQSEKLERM
* hit, by the source's call; x = no result given.

Values run as follows: EWS-Fli inh, ERAP1 inh, S100A4 inh HTS, FN deposition inh, PglD inh, PAX8 reporter, LGR2 antag, PGC1a acetyl inh
- O=C(NCCN1CCN(C(=O)c2c(F)cccc2F)CC1)C(=O)Nc1ccc(Cl)cc1
 : -7, -3, -3, -4, 0, 13, 11, -2
- COc1ccc(NC(=O)Nc2ccc3c(c2)[C@@H]2C[C@@H](CC(=O)NCc4ccc5c(c4)OCO5)O[C@H](CO)[C@@H]2O3)cc1
 : 6, 2, -5, 0, 0, -3, -1, 12
- CN(Cc1cn(Cc2ccc(Cl)cc2)nn1)C1CN(Cc2cn(Cc3ccc(Cl)cc3)nn2)S(=O)(=O)C1 (centres undefined)
 : 6, x, -3, 1, x, 24, 2, x
- CCOC(=O)c1ccsc1NC(=O)CCS(=O)(=O)c1ccccc1
 : -9, -2, -4, 2, 0, 64*, 12, x
- CN(C)S(=O)(=O)c1ccc(N/C=C(\[N+](=O)[O-])S(=O)(=O)c2ccccc2)cc1
 : 3, 6, -3, -2, -5, 17, -21, -8
- COc1cnc(-c2ccccn2)nc1Sc1ccccc1
 : 23, 0, 8, -1, x, -24, -9, 3
- CC(=O)c1ccc(OCCCN2CCCCC2)cc1
 : x, 4, 0, 4, 1, -27, -15, 8
- COc1ccccc1C#Cc1ccc([C@H]2[C@@H](C#N)N(C(=O)C3CCCCC3)[C@H]2CO)cc1
 : 63*, -2, -20, 16, -2, 73*, x, -8
- C[C@@H]1CCCCO[C@@H](CN(C)CC2CC2)[C@H](C)CN([C@@H](C)CO)C(=O)c2cc(NC(=O)Nc3ccc(C(F)(F)F)cc3)ccc2O1
 : 6, x, x, x, -1, 23, 9, -3
- CC(=O)Nc1ccc(/C=N/Nc2nncc3ccccc23)cc1
 : -71, 3, -1, -1, -6, -71, -39, 1
- COc1ccc(-c2cnc3c(c2)C(=O)N([C@@H](C)CO)C[C@H](C)[C@H](CN(C)C(=O)Cc2ccccc2)O3)cc1
 : 2, 5, 2, x, 0, 0, 8, 1
- Cc1cccc(NC(=O)Cn2nnc3sc4c(c3c2=O)CC(C)(C)OC4)c1
 : 1, 3, -3, -9, -8, 17, 5, 4
- On1ccccc1=S
 : 52*, 23, 0, 13, 1, 100*, 21, -9
- C[C@@H]1CN([C@@H](C)CO)C(=O)Cc2cc(NS(=O)(=O)c3cccs3)ccc2O[C@H]1CN(C)CC1CC1
 : -3, 1, 12, x, -1, x, -5, 6
- CCOC(=O)N1CCN(c2c(NCCCN(CC)Cc3ccccc3)c(=O)c2=O)CC1
 : x, x, x, -12, 0, x, -3, -11
- CCCCC(=O)Nc1c(-c2ccc(OC)c(OC)c2)c(=O)c2ccccc2n1C
 : -3, -1, -7, 0, 2, 4, -1, 3
- O=C(NCCCCc1ccccc1)c1ccccc1F
 : -22, -4, -9, -4, -2, -17, -12, 3
- Cc1cc(C)cc(NC(=O)Nc2ccccc2N2CCCCC2)c1
 : 7, 2, 3, -17, 2, 6, 8, x
- NC(=O)c1c(NC(=O)c2ccc(F)cc2Cl)sc2c1CCC2
 : -114, -3, -1, 4, -3, -127, -36, x
- COc1ccc(NC(=O)c2c(C)noc2C(C)C)cc1S(=O)(=O)N1CCCCC1
 : 4, -3, -2, 0, -3, 23, -15, 8
- CCOC(=O)C1CCN(C(=O)COC(=O)c2oc3ccc(OC)cc3c2C)CC1
 : -15, 0, -6, 15, 2, -5, -12, 8
- Cc1nn2c(COc3ccc(NC(=O)c4ccccc4Cl)cc3)nnc2c2ccccc12
 : x, x, x, 3, -1, 16, 1, 0
- CCOC(=O)c1cc2cc(OC)ccc2n1C1CCN(C)CC1
 : -4, x, -2, 7, x, -17, 0, x
- C[C@@H]1CCCCO[C@@H](CN(C)Cc2ccc(C(F)(F)F)cc2)[C@@H](C)CN([C@@H](C)CO)C(=O)c2cc(NC(=O)Nc3ccc(C(F)(F)F)cc3)ccc2O1
 : -11, x, x, 7, 2, 8, 8, 22
- Cc1ccc2c(c1)C(=O)OC1(O)C3C4C=CC(C4)C3C(=O)N21 (centres undefined)
 : 7, 2, 0, -5, x, -10, -6, -2
- Cc1c(Cl)cccc1NC(=S)N(Cc1cccs1)C1CCCC1
 : -39, 1, 0, x, x, 18, 11, 2
- C[C@@H]1CN([C@H](C)CO)C(=O)c2cccc(NC(=O)C3CCCCC3)c2O[C@H]1CN(C)C(=O)Nc1ccc(C(F)(F)F)cc1
 : -10, 1, -6, x, -3, 4, 0, 4
- O=c1c2ccccc2ncn1-c1ccccc1F
 : -1, -3, 6, -3, 3, 6, -16, -3
- O=C(NCCCc1ccccc1)c1cccs1
 : -42, -4, 1, x, 1, x, -25, -10
- C=CCNc1oc(Cc2cccc3ccccc23)nc1C#N
 : 1, -1, -2, 10, 4, 14, -8, -18
- Cc1ccc(OCC(=O)N/N=C/c2cn(C)c3ccccc23)cc1
 : -1, -2, 15, -2, 2, 10, x, 6
- O=C(N/N=C/c1ccco1)C(O)c1ccccc1 (centres undefined)
 : 2, x, -3, -1, x, 10, -3, 9
- COc1ccccc1OC(C)C(=O)NNC(=S)NC1CCCC1 (centres undefined)
 : -3, -2, 4, -15, x, 12, 0, 6
- COCCNC(=O)c1ccc(N2CC3CC(C2)c2cccc(=O)n2C3)c(NC(=O)c2ccccc2Br)c1 (centres undefined)
 : 3, -7, 11, 10, 0, -13, -4, x
- COc1cccc(C(=O)Nc2ccc3c(c2)C(=O)N(C)[C@H]2CC[C@@H](CC(=O)N[C@H](C)c4ccccc4)O[C@@H]2CO3)c1
 : 1, 1, 7, 0, 3, 6, 19, -6
- CC(C)NC(=O)Nc1ccc2c(c1)C(=O)N([C@H](C)CO)C[C@@H](C)[C@H](CN(C)CC1CC1)OCCCC[C@@H](C)O2
 : 3, x, x, x, x, -7, 1, -4
- COc1cc(NC(=O)COC(=O)CCc2nc3ccccc3c(=O)[nH]2)cc(OC)c1
 : 4, 6, 1, 4, 1, 18, -5, 22
- O=C(COc1ccc(Cl)cc1)NCCSCc1ccccc1Cl
 : x, x, x, 5, 3, 0, -9, 0
- CCCNC(=O)C1(C)CCCN(C(=O)Cc2ccc(OC)c(OC)c2)C1 (centres undefined)
 : 7, 9, -4, -1, 2, 12, 11, 6
- COc1ccc(S(=O)(=O)Nc2ccc3c(c2)CC(=O)N([C@@H](C)CO)C[C@@H](C)[C@H](CN(C)Cc2ccc(C(=O)O)cc2)O3)cc1
 : x, 0, -5, -7, x, -33, 6, 1
- Cc1ccc(NC(=O)C2(C)CCN2C(=O)Cc2ccc(-c3ccccc3)cc2)cc1 (centres undefined)
 : 21, 1, 0, -3, 2, 25, 23, x
- CC(=O)c1cccc(NC(=O)/C(=C/c2ccco2)NC(=O)c2ccco2)c1
 : 5, -1, 0, -4, 9, 3, -4, 5
- CC(OC(=O)CCCN=C1NS(=O)(=O)c2ccccc21)C(=O)N(C)c1ccccc1 (centres undefined)
 : 2, 21, 0, -8, -2, 2, 3, x
- CCOn1c(=O)c(-c2ccccc2)[n+]([O-])c2ccccc21
 : 1, 0, -14, 0, -10, -25, 7, -3
- CN(C)c1ccc(P(=O)(COc2ccc([N+](=O)[O-])cc2)c2ccc(N(C)C)cc2)cc1
 : 10, x, 1, 1, -3, 21, 3, -21
- CC(C)N1CCC(n2nccc2NC(=O)c2ccc3c(c2)OCO3)CC1
 : 6, 2, -3, 1, 1, 4, 6, x
- FC(F)(F)c1cc(NC2CCCCC2)ccn1
 : -11, -2, -5, 2, 4, 4, -8, 6
- C[C@H]1CN([C@@H](C)CO)C(=O)c2cccc(NC(=O)Nc3ccc(C(F)(F)F)cc3)c2O[C@H]1CN(C)S(=O)(=O)c1ccc(Cl)cc1
 : -4, -2, 0, x, 2, x, x, -13
- CCC(C)[C@H](NS(=O)(=O)c1ccc(C)cc1)C(=O)N1CCC(C(=O)N[C@H](C(=O)O)c2ccccc2)CC1 (some centres undefined)
 : -2, x, -1, x, 4, x, 8, -3
- CC(C)NC(=S)N1CCN(Cc2ccc3c(c2)OCO3)CC1
 : 3, 5, -4, 1, x, 0, 10, 8
- COc1cccc(CNC(=O)Cn2ccc3cc(S(=O)(=O)N4CCCCCC4)ccc32)c1OC
 : 3, -2, -2, 15, 1, 43, 8, -7
- CC(C)NC(=O)N(C)C[C@@H]1Oc2ccc(NS(C)(=O)=O)cc2CC(=O)N([C@H](C)CO)C[C@@H]1C
 : 4, 1, 12, x, -3, 11, 23, 0
- COc1ccccc1CN1CC(C(=O)NCc2ncccc2C)CCC1=O (centres undefined)
 : -4, -6, 5, -9, -4, -14, -1, x
- Cc1cccc(C)c1NC(=O)CCS(=O)(=O)c1cccc2nonc12
 : 10, 1, -6, -4, 6, 6, 14, 3
- COCCNC(=O)C[C@@H]1C[C@H]2c3cc(NC(=O)NC4CCCCC4)ccc3O[C@H]2[C@@H](CO)O1
 : 1, 0, -4, -5, -3, -10, -4, -2
- CN1CCCCC(NC(=O)c2ccc(F)cc2)C1=O (centres undefined)
 : -10, -4, -7, 2, x, 10, -2, x
- O=C(c1ccccc1)c1cnc[nH]1
 : -1, -1, -8, -2, -4, -23, -9, -2
- Cc1cc(-c2ccc(C)c(S(=O)(=O)Nc3cc(C)on3)c2)on1
 : 2, -3, 3, -7, 4, -21, 8, 14
- C[C@@H]1CN([C@H](C)CO)C(=O)Cc2cc(NS(=O)(=O)c3ccc(F)cc3)ccc2O[C@@H]1CN(C)Cc1ccc(C(=O)Nc2ccccc2N)cc1
 : -2, -2, 6, x, x, -6, 12, -6
- C[C@@H]1CN([C@H](C)CO)C(=O)Cc2cc(NC(=O)C3CC3)ccc2O[C@H]1CN(C)Cc1ccc(Cl)c(Cl)c1
 : x, -4, 3, x, 3, 11, 18, 2

(next part)
Values run as follows: EWS-Fli inh, ERAP1 inh, S100A4 inh HTS, FN deposition inh, PglD inh, PAX8 reporter, LGR2 antag, PGC1a acetyl inh
- CC=Cc1ccc2n(c1=O)C[C@@H]1[C@@H](CO)[C@H](C(=O)N3CCC(Cc4ccccc4)CC3)N(CC)[C@H]21 (mixture of isomers)
 : -2, 0, -4, x, -2, x, 8, x
- C[C@@H]1CN([C@H](C)CO)C(=O)c2cccc(NS(=O)(=O)c3ccc(F)cc3)c2O[C@H]1CN(C)Cc1ccccc1
 : 4, -1, -2, x, 3, -12, -1, -2
- O[C@@H](Cc1ccccc1)[C@@H](/C=C/c1ccccc1)NCCc1ccccc1
 : 14, -1, -6, -6, x, 32, -27, x
- CCCNC(=O)[C@@H]1[C@@H](CO)[C@@H]2Cn3c(ccc(C4=CCCCC4)c3=O)[C@H]1N2CC
 : -2, -2, -3, x, 3, x, 1, x
- O=C(CN1C(=O)C2CC=CCC2C1=O)N1CCN(S(=O)(=O)c2ccccc2)CC1 (centres undefined)
 : -1, 1, 1, 8, 4, 0, -7, 7

Profiles, quoted from the list. Screens in order: EWS-Fli inh	ERAP1 inh	S100A4 inh HTS	FN deposition inh	PglD inh	PAX8 reporter	LGR2 antag	PGC1a acetyl inh
C[C@@H]1CN([C@H](C)CO)C(=O)c2cccc(NS(=O)(=O)c3ccc(F)cc3)c2O[C@H]1CN(C)Cc1ccccc1 is listed as 4	-1	-2	x	3	-12	-1	-2
O=C(CN1C(=O)C2CC=CCC2C1=O)N1CCN(S(=O)(=O)c2ccccc2)CC1 (centres undefined) is listed as -1	1	1	8	4	0	-7	7
CCCNC(=O)[C@@H]1[C@@H](CO)[C@@H]2Cn3c(ccc(C4=CCCCC4)c3=O)[C@H]1N2CC is listed as -2	-2	-3	x	3	x	1	x
